CIT2-GFP yeast: modulators of TOR pathway CIT2-GFP in S. cerevisiae | actives 0.065% (n = 320,000) | S. cerevisiae CIT2-GFP strain, flow cytometry, 3 h; 100 means same as DMSO wells | GFP response vs DMSO, % at 10 µM;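 active = GFP response relative to DMSO above a set limit, near the screen mean plus 3 SD, cut at about 150% in these data; inconclusive = Fewer than 70 cells measured for a yeast strain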;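 note: ratio of well median GFP fluorescence to mean of DMSO wells on the plate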
MEP2 TOR yeast: alters MEP2-GFP fluorescence in TOR pathway yeast screen; S. cerevisiae MEP2-GFP strain, flow cytometry GFP, 3 h; 100% = DMSO control level; GFP response vs DMSO, % at 10 µM; actives 0.51% (n = 330,000);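 active = GFP response versus DMSO above a set limit, roughly screen mean plus 3 SD, cut at about 180% in these data; inconclusive = fewer than 70 cells counted for a yeast strain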;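 note: median GFP fluorescence of the barcode-gated MEP2-GFP cells per well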
RPL19A TOR yeast: yeast TOR pathway RPL19A-GFP modulation | S. cerevisiae RPL19A-GFP strain, flow cytometry, 3 h; hits give low values | percent response vs DMSO, % at 10 µM | actives 0.3% (n = 330,000);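 active = percent response vs DMSO below 50%; inconclusive = fewer than 70 events counted for the yeast strain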;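 note: median channel GFP fluorescence of the barcoded RPL19A-GFP strain; ratio of sample median GFP to plate DMSO average so 100% = DMSO; lower means less RPL19A-GFP as with rapamycin TOR inhibition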
proCasp7 act: counter-screen for procaspase-3 activators: activators of human procaspase-7 | P55210 | recombinant procaspase-7, Ac-DEVD-pNA absorbance 405 nm; D23A/D198A/D206A triple mutant, cannot self-cleave; scale: DMSO 0, 5 µM enzyme 100 | activation, % at 8.5 µM | actives 0.093% (n = 330,000);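 active = percent activation above the screen-wide mean plus 3 SD, cut at about 25% in these data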
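Test system: Procaspase-7 triple mutant (PC-7 D3A). Also added: Ac-DEVD-pNA substrate, 400 µM as added. Schedule: 1 h enzyme–compound preincubation and 2 h substrate reaction, both 25 °C. Signal: p-Nitroaniline absorbance at 405 nm, read at 0 and 120 min. Control set: low DMSO alone, high DMSO plus 5 µM PC-7.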
procasp3 activ: activators of human procaspase-3; AID 463141; activation, % at 8.5 µM; actives 0.11% (n = 330,000); recombinant procaspase-3 D3A, Ac-DEVD-pNA absorbance 405 nm; P42574;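 active = activation above the mean of all tested compounds plus 3 SD, cut at about 21% in these data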;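 note: 0% = DMSO alone and 100% = DMSO wells spiked with extra 5 µM PC-3 D3A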
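Evaluation: percent activation relative to control range; Material: Procaspase-3 D3A mutant, all three cleavage aspartates alanine; Compound: single dose, 8.5 µM nominal compound, 0.8% DMSO; Replication: one well per compound; Signal: absorbance at 405 nm, 0 and 120 min; Schedule: 1 h preincubation plus 2 h reaction at 25 °C.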
AHR act: human AHR activation. actives 2.5% (n = 320,000). AHR-responsive luciferase reporter cells, luminescence. AID 2796. activation, % at 5 µM. P35869; in the data active = activation above about 47%;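 note: 0% = vehicle wells and 100% = reference agonist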
Target sequence (P35869 whole entry, looked up): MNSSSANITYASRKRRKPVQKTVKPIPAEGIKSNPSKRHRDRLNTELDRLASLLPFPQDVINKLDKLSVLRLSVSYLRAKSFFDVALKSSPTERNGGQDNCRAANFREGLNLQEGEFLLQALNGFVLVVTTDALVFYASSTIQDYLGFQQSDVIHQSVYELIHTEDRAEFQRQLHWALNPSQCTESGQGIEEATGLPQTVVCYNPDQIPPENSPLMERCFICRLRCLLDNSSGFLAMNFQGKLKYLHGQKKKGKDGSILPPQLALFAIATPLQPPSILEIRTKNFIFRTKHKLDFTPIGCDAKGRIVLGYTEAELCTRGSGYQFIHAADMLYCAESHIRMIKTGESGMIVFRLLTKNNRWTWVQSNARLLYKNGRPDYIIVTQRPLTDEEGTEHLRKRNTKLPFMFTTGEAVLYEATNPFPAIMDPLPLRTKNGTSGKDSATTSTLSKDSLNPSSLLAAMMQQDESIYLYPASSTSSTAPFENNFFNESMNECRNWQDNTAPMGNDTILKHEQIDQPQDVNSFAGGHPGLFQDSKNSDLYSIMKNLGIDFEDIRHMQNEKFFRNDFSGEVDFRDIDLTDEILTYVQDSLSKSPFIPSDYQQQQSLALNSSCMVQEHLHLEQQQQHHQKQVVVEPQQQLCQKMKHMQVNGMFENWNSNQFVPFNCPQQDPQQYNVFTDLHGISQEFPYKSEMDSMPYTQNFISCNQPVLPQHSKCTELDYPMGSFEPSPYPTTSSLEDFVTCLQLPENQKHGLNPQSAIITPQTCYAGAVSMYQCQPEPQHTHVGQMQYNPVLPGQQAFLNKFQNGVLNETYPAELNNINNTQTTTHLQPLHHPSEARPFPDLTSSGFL
LAP4-GFP MLPCN: alters LAP4-GFP fluorescence in TOR pathway yeast screen; S. cerevisiae LAP4-GFP multiplex, flow cytometry GFP, 3 h; median GFP as percent of DMSO wells; GFP response vs DMSO, % at 10 µM; actives 0.34% (n = 320,000);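 active = GFP response vs DMSO above a set limit, about the screen mean plus 3 SD, cut at about 150% in these data; inconclusive = under 70 cell events counted for the yeast strain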
AGP1 TOR yeast: yeast TOR pathway AGP1-GFP modulation. S. cerevisiae AGP1-GFP multiplex flow cytometry, 3 h; GFP as percent of DMSO wells. GFP response vs DMSO, % at 10 µM. actives 0.02% (n = 320,000). AID 2066;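 active = GFP response relative to DMSO above a set limit, near screen average plus 3 SD, cut at about 150% in these data; inconclusive = fewer than 70 cells counted for the yeast strain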;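 note: median GFP channel fluorescence of the gated AGP1 strain per well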
Active calls of the source: *; ? = inconclusive; nt = no result given; [ ] = dose if it differs, or a comment.

item	SMILES	CIT2-GFP yeast	MEP2 TOR yeast	RPL19A TOR yeast	proCasp7 act
1	O=C(CSc1nc(O)cc(=O)[nH]1)Nc1ccc2c(c1)CCC2	88	102	95	-4
2	CCOC(=O)CCCNC(=O)COC(=O)c1cc(C)cc(C)c1	95	103	96	-8
3	CN1C(=O)C(O)(CC(=O)/C=C\c2ccc3c(c2)OCO3)c2ccccc21 (stereo not drawn)	94	96	95	7
4	CC(=O)NCCNC(=O)c1cccc(NS(=O)(=O)c2ccc3c(c2)OCCO3)c1	109	95	98	7
5	Cc1nnc(NC(=O)c2ccc3ccccc3c2)o1	98	95	97	2
6	COCC(=O)N(c1ccccc1)C(C)C(=O)OC (stereo not drawn)	110	110	117	4
7	Cc1cc(/C=C(\C#N)C(=O)O)c(C)n1CCC(C)C	89	103	106	-1
8	CC(NC(=O)c1cccc(N2CCCC2=O)c1)c1ccc2c(c1)OCCO2 (stereo not drawn)	?	354*[may fluoresce violet]	30*[may fluoresce violet]	9

item	procasp3 activ	AHR act	LAP4-GFP MLPCN	AGP1 TOR yeast
1	-1	0	93	101
2	0	-1	93	96
3	-10	18	98	93
4	3	0	101	101
5	-6	7	102	94
6	9	2	101	113
7	-8	5	109	100
8	-2	0	74[may fluoresce violet]	?

Further results follow:
item	SMILES	CIT2-GFP yeast	MEP2 TOR yeast	RPL19A TOR yeast	proCasp7 act
9	CCC(=O)O[C@]1(C(=O)CCl)[C@@H](C)C[C@H]2[C@@H]3CCC4=CC(=O)C=C[C@]4(C)[C@@]3(F)[C@@H](O)C[C@@]21C	79	100	99	-2
10	CCC(=O)Nc1ccc(/C=C(\C(C)=O)C(=O)c2ccccc2)cc1	87	94	96	-17
11	CCCCc1nc2cc(C(=O)NCCc3c(C)n[nH]c3C)ccc2o1	94	115	98	8
12	Cc1ccc(OCC(=O)O/N=C(\N)c2ccncc2)c(C)c1	104	105	101	4
13	CCC(C)[C@H](NC(=O)NC1CCCc2ccccc21)C(=O)O (stereo partly drawn)	98	103	105	-1
14	O=C(NCc1ccco1)C(c1ccccc1)N(CC1CCCO1)C(=O)Cn1nnc2ccccc21 (stereo not drawn)	98	101	101	10
15	COc1ccc(NC(=O)c2oc3ccccc3c2NC(=O)C2CC2)cc1	105	105	101	4
16	O=S(=O)(NC(=S)NC1CCCCC1)c1ccc(Br)cc1	106	97	93	-5

item	procasp3 activ	AHR act	LAP4-GFP MLPCN	AGP1 TOR yeast
9	8	37	106	86
10	-11	-4	100	99
11	5	15	110	99
12	5	7	106	101
13	-4	2	103	99
14	10	-1	108	101
15	3	72*	106	102
16	-3	1	111	105

Following part:
item	SMILES	CIT2-GFP yeast	MEP2 TOR yeast	RPL19A TOR yeast	proCasp7 act
17	O=C(c1ccccc1)c1ccccc1N1C(=O)C=CC1=O	70	87	81	-22
18	COCCNS(=O)(=O)c1ccc(SC)cc1	99	100	100	1
19	CC1Cc2ccccc2N1C(=O)c1ccc2snnc2c1 (stereo not drawn)	89	97	93	13
20	Cc1cc2nccc(-c3cccnc3)n2n1	102	103	105	0
21	COc1cccc(CC(=O)Nn2c(C)nc3ccccc3c2=O)c1	102	99	95	-7
22	COc1ccc(NC2CCCN(C(=O)CCC3=NNC(=O)CC3)C2)cc1 (stereo not drawn)	110	104	109	-5
23	O=C(O)C1CC=CCC1C(=O)NCCc1ccccc1 (stereo not drawn)	95	104	99	8
24	O=C(CCc1ccccc1)Nc1cc(NC(=O)CCc2ccccc2)cc(C(=O)O)c1	?	162[may fluoresce violet]	52[may fluoresce violet]	5

item	procasp3 activ	AHR act	LAP4-GFP MLPCN	AGP1 TOR yeast
17	-32	-3	327*	85
18	5	0	105	95
19	1	8	109	84
20	6	17	98	92
21	-1	1	102	99
22	-9	-2	100	116
23	-2	-1	103	101
24	0	3	88[may fluoresce violet]	23[may fluoresce violet]

New compounds follow:
item	SMILES	CIT2-GFP yeast	MEP2 TOR yeast	RPL19A TOR yeast	proCasp7 act
25	Cc1cccc[n+]1C1C(c2ccc([N+](=O)[O-])cc2)C(C#N)=C(C(=C=[N-])C#N)NC1(O)C1CC1 (stereo not drawn)	107	103	100	-3
26	Cc1ccc(OCC(=O)N2CCN(S(=O)(=O)c3ccc(Cl)cc3)CC2)c([N+](=O)[O-])n1	102	106	104	0
27	COc1ccc(CN(C)C(=O)COC(=O)c2cnc(Cl)c(Cl)c2)cc1	93	92	95	-13
28	CCCNC(=O)C(CC)NC(=O)c1cccc([N+](=O)[O-])c1 (stereo not drawn)	100	93	94	7
29	COc1ccc(C(=O)N/C(=C\c2ccccc2)C(=O)Nc2cccc(C(=O)O)c2)cc1	102	104	104	14
30	COc1ccc(CC(=O)NNC(=O)Cc2ccc(OC)cc2)cc1	96	98	97	0
31	COc1ccc(C(=O)[C@@H]2CC[C@](C)(C(=O)O)C2(C)C)cc1	65	89	95	-7
32	O=C(NC1=NCCS1)C1CC(=O)N(c2ccc(F)cc2)C1 (stereo not drawn)	94	98	102	-9

item	procasp3 activ	AHR act	LAP4-GFP MLPCN	AGP1 TOR yeast
25	9	4	80	96
26	-4	3	96	98
27	-1	0	98	100
28	8	0	98	95
29	3	0	102	105
30	3	2	113	95
31	6	1	121	78
32	-12	-4	101	102

The listing continues.
item	SMILES	CIT2-GFP yeast	MEP2 TOR yeast	RPL19A TOR yeast	proCasp7 act
33	COc1ccccc1N1CCN(C(=O)CCC(=O)N2CCN(c3ccc(F)cc3)CC2)CC1	97	98	100	4
34	CC1CN(c2ccccc2)c2nc3c(c(=O)[nH]c(=O)n3C)n2C1 (stereo not drawn)	105	101	101	3
35	CCOC(=O)C1CCN(C(=O)c2ccc3c(Cl)c4c(nc3c2)CCCC4)CC1	94	92	100	2
36	CC(C)C(NC(=O)C1CC(=O)N(Cc2ccccc2)C1)c1nc2ccccc2[nH]1 (stereo not drawn)	110	109	103	6
37	CCOC(=O)c1sc(=NC(=O)c2ccc(F)cc2)n(C)c1C	100	97	101	-1
38	Cc1ccc(C2N(c3ccccc3)C(=O)N3CCCN23)cc1 (stereo not drawn)	98	97	102	-3
39	CCCn1c(N)c(C(=O)COC(=O)CCS(=O)(=O)c2ccc(C)cc2)c(=O)[nH]c1=O	96	96	95	-9
40	COc1ccc(NC(=O)CN(C)C(=O)c2cc(S(=O)(=O)N(C)C)ccc2N2CCCC2)cc1	90	91	93	11

item	procasp3 activ	AHR act	LAP4-GFP MLPCN	AGP1 TOR yeast
33	1	1	93	99
34	10	1	92	97
35	1	7	98	95
36	6	2	97	100
37	3	6	97	103
38	1	-2	98	102
39	-1	-1	97	96
40	6	-1	96	91

(cont.)
item	SMILES	CIT2-GFP yeast	MEP2 TOR yeast	RPL19A TOR yeast	proCasp7 act
41	Nc1ccc(-n2nc(C(F)(F)F)cc2C(F)(F)F)cc1	99	98	97	0
42	Cc1occc1-c1nnc(SCC(=O)Nc2ccccn2)o1	97	109	94	-10
43	CCOC(=O)c1ccc(NC(=O)CSc2ncccn2)cc1	101	104	97	0
44	CCc1ccc(C(=O)NCC2COc3ccccc3O2)o1 (stereo not drawn)	nt	101	104	-5
45	COc1ccc(CC(O)CC2c3c(cc4c(c3OC)OCO4)CCN2C)cc1 (stereo not drawn)	96	105	97	7
46	CC(=O)c1cccc(NC(=O)COc2nsnc2N2CCOCC2)c1	106	99	99	3
47	Cc1ccccc1NC(=O)C1COc2ccccc2O1 (stereo not drawn)	97	101	100	-5
48	COc1cc(C(=O)Nc2sc3c(c2C(=O)NCc2ccco2)CCCC3)cc(OC)c1OC	95	96	98	-18

item	procasp3 activ	AHR act	LAP4-GFP MLPCN	AGP1 TOR yeast
41	-8	-2	106	105
42	0	0	103	96
43	0	-1	97	98
44	5	4	99	102
45	3	2	112	106
46	8	3	96	100
47	12	-1	94	98
48	-9	4	97	93

(further entries)
item	SMILES	CIT2-GFP yeast	MEP2 TOR yeast	RPL19A TOR yeast	proCasp7 act
49	CCCCc1ccc(S(=O)(=O)NC2CCS(=O)(=O)C2)cc1 (stereo not drawn)	89	90	96	5
50	COC(=O)c1ccccc1NC(=O)CSc1nc(O)cc(=O)n1C1CCCC1	105	102	100	-9
51	COCC(C)n1c(C)cc(C(=O)COC(=O)c2cccn2C)c1C (stereo not drawn)	97	104	97	4
52	COc1ccc(CCCC(=O)N/N=C/c2ccc(C)cc2)cc1	78	88	91	-4
53	O=C(Cn1nnc(-c2cccc(C(F)(F)F)c2)n1)N1CCOCC1	104	102	103	1
54	CCCCc1ccc(NC(=O)C2CCN(S(C)(=O)=O)CC2)cc1	97	103	98	11
55	COc1cccc(CC(=O)OCC(=O)NC2CCCC2)c1	98	111	92	-3
56	O=C(c1cccc2ccccc12)C1CCCN(C(=O)CCc2cnccn2)C1 (stereo not drawn)	nt	105	105	0

item	procasp3 activ	AHR act	LAP4-GFP MLPCN	AGP1 TOR yeast
49	-2	-3	106	98
50	7	0	103	101
51	1	0	99	96
52	2	13	88	80
53	2	-3	100	nt
54	1	-1	95	105
55	-5	1	114	109
56	-2	19	101	105

Next structures
item	SMILES	CIT2-GFP yeast	MEP2 TOR yeast	RPL19A TOR yeast	proCasp7 act
57	O=C1COc2ccc(C(=O)COC(=O)CCc3ccc(S(=O)(=O)N4CCOCC4)cc3)cc2N1	101	100	96	-1
58	O=c1[nH]oc(O)c1-c1ncc(C(F)(F)F)cc1Cl	102	103	105	1
59	CCn1c(=O)c2c(nc3n2CCCN3CCc2ccccc2)n(C)c1=O	92	100	96	-1
60	CC(C)c1cc(C(=O)N/N=C/c2ccoc2)c(O)c(C(C)C)c1	100	97	106	-6
61	CCCCCCC(=O)Nc1ccc(Cl)cn1	99	108	100	3
62	O=c1c(CO)cc(CO)cc(CO)c1O	111	104	102	-7

item	procasp3 activ	AHR act	LAP4-GFP MLPCN	AGP1 TOR yeast
57	3	0	100	101
58	5	0	90	99
59	1	9	83	94
60	-2	9	84	87
61	7	-1	104	102
62	-9	2	103	108

Bioassay records: PubChem, several laboratories
